# 15-hLO-2 inh: inhibitors of human 15-lipoxygenase 2 (ALOX15B); O15296; AID 881; purified 15hLO-2, xylenol orange hydroperoxide absorbance; hit rate 0.56% among 110,000; Potency, µM (highest dose often 57.1 µM), for inactives: at the top dose activity change, negative = inhibition, most hits filed as inhibitors; also: potency is read from the fitted curve at half-maximal effect; nearly all actives have a fitted effect of over 60% in size; many of its hits are not listed in these tables
#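 Purified human 15hLO-2 (50 nM) preincubated 15 min with compound, then 45 uM arachidonic acid for 90 min at RT in 25 mM Hepes pH 7.5, 0.01% Triton X-100. Hydroperoxide detected by Fe-xylenol orange; 573/405 nm absorbance ratio.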
# PNC assembly inh: blocks assembly of the perinucleolar compartment | PC3M PTB-GFP, PNC prevalence imaging, 16 h; active compounds read low | activity change (PNC), negative = inhibition, % at 10 µM | hit rate 3.1% among 140,000;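 active = readout at or below -70, meaning at least 70% loss of cells showing the perinucleolar compartment, a nuclear body marking cancer cells; inconclusive = readout between -30 and a set limit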;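 also: plate controls were DMSO wells for no effect and camptothecin positive control wells for full effect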
#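 Compounds are pinned in duplicate onto adhered PC3M cells stably expressing GFP-tagged PTB and incubated 16 h at 37 C. Cells are then fixed, nuclei stained with Hoechst, and PNC-positive cells counted.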
# IMPase cell inh: cell-permeable inhibitors of inositol monophosphatase (IMPase); P97697; CHO-M1 cells, IP1 accumulation, HTRF TR-FRET ratio; inhibition (IP1 accumulation), % at 46.1 µM; 120,000 tested, under 10 active; active = well fitted curve in the direction sought with a large enough effect in the signal ratio, not every such curve was filed as active; inconclusive = small, poorly fitted or top-dose-only effect, or a change in a side signal; inactive = no such curve, though single readings can be large or run the other way; the % refers to the signal ratio;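 also: cells stimulated with carbachol in lithium chloride buffer; plate controls were DMSO basal wells for no effect and reference inhibitor wells for full effect; higher means more IMPase inhibition seen as more IP1 and lower FRET ratio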
# Target sequence (P97697 whole entry, looked up): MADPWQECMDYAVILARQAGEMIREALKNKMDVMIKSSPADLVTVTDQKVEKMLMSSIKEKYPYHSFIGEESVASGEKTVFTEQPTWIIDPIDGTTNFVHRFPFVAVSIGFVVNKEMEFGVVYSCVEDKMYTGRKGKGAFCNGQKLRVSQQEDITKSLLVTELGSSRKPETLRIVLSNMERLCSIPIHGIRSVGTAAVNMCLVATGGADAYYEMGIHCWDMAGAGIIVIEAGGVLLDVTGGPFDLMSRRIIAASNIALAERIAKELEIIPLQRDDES
#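 Elevated IP1 in lysates lowers TR-FRET signal (665/620 ratio and 620 channel reported). Cells were CHO-M1, given carbachol (50 uM as added) plus 50mM LiCl, pH 7.4, 30 min, 37C; compounds titrated up to 46 uM; AC50 by Hill equation.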
# ALOX12 inhib: 12-hLO (ALOX12) enzyme inhibition | P18054 | Potency, µM (doses to about 57.1 µM), for inactives: at the highest dose activity change, negative = inhibition, usual class: inhibitors | hit rate 0.12% among 150,000 | purified 12-hLO, xylenol orange hydroperoxide absorbance | AID 1452; also: potency is read from the fitted curve at half-maximal effect; nearly all actives have a fitted effect of over 55% in size; many of its hits are not listed in these tables
# Target sequence (P18054 whole entry, looked up): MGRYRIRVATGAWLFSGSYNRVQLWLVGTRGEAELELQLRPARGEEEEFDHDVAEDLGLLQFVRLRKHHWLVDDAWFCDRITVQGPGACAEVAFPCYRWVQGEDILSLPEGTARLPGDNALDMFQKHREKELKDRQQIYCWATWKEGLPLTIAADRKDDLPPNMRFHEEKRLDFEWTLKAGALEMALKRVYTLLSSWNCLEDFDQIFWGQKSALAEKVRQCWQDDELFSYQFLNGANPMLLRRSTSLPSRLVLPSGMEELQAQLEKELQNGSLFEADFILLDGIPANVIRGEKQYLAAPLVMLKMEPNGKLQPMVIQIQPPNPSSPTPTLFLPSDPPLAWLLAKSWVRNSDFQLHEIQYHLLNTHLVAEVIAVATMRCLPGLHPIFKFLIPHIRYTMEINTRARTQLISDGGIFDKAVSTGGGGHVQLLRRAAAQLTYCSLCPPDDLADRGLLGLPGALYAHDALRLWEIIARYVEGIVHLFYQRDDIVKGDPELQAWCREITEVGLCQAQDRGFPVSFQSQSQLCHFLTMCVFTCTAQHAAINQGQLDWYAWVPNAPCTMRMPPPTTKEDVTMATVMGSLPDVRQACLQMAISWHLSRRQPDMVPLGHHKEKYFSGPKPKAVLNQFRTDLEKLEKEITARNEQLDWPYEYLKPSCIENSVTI
#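 Lipoxygenase turnover measured by absorbance at 573 and 405 nm after Fe-XO development. Human 12hLO 150 nM, arachidonate 40 uM, pH 7.0 Hepes buffer with detergent; 15 min compound preincubation, 30 min reaction.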
# An asterisk follows results filed as active; ? = inconclusive; nt = no result given; [ ] = remark or other dose. Unless noted, calls follow the shape of the dose curve; as a rule, active = well fitted curve in the direction sought with a large enough effect; inconclusive = small, poorly fitted or top-dose-only effect, or another doubt; inactive = no such curve, though single readings can be large; an effect the other way counts as inactive or inconclusive. Unless noted, % is scaled to controls: 0 for no effect and ±100 for the full control effect. Compounds were not picked by outcome. About 3.1% of those tested had a hit in this group.
No.	molecule	15-hLO-2 inh	PNC assembly inh
1	CN1CCN(C(=S)c2ccc(OCC(=O)Nc3cccc(C(F)(F)F)c3)cc2)CC1	nt	28
2	O=C(Cc1ccccc1[N+](=O)[O-])Nc1ccc2c(c1)OCCO2	nt	-29
3	Cc1ccc(Cn2c(SCC(N)=O)nc3c2c(=O)n(C)c(=O)n3C)cc1	2%	?
4	CC(=O)Nc1cccc(Oc2ccc(-c3noc(C)n3)cc2)c1	1%	7
5	Cc1cc(C)n(-c2ccc(C(=O)NCc3ccc4c(c3)OCO4)cc2)n1	9%	?
6	COc1ccc(/C=N/NC(=O)CCC(=O)Nc2ccccc2)cc1OC	nt	?
7	C(=C\CSc1nnnn1-c1ccccc1)/CSc1nnnn1-c1ccccc1	-9%	?
8	CN(C)S(=O)(=O)N(CC(=O)N(Cc1ccccc1)Cc1ccccc1)c1ccccc1	-13%	23
9	Cn1ccnc1Sc1nnnn1-c1ccccc1	2%	?
10	Cc1ccc(OCCCC(=O)Nc2ccc(Br)cc2)cc1	5%	29
11	Cc1ccc(CCNC(=O)CN2CCN(Cc3ccccc3F)C2=O)cc1	-3%	-8
12	CC(C)C(c1nnnn1C1CCCCC1)N1CCCc2ccccc21 (stereo not drawn)	nt	1

No.	IMPase cell inh	ALOX12 inhib
1	-7	4%
2	0	4%
3	-4	3%
4	2	-2%
5	-8	-4%
6	-2	1%
7	9	-7%
8	5	2%
9	-5	8%
10	7	-2%
11	2	10%
12	7	1%

No.	molecule	15-hLO-2 inh	PNC assembly inh
13	COC(=O)c1c(-c2ccc(OC)c(OC)c2)csc1N	-22%	-15
14	Cc1c(C)n(CCC#N)c2ccc(Cl)cc12	nt	-16
15	CCN1C(=O)N(C)C2(c3ccccc3)N(C)C(=O)N(C)C12c1ccccc1 (stereo not drawn)	2%	?
16	CCOC(=O)C1CCN(C(=O)c2sc3ncnc(N4CCC(C)CC4)c3c2C)CC1	nt	4
17	COc1ccc(CC(=O)NNC(=O)c2ccoc2C)cc1OC	-2%	20
18	CC(C)N(C(=O)COc1ccc(Br)cc1Cl)C(C)C	3%	-19
19	COc1cc2[nH]c3c(N4CCN(c5ccccn5)CC4)ncnc3c2cc1OC	10%	23
20	CS(=O)(=O)N(CC(=O)Nc1cccc(F)c1)c1cccc([N+](=O)[O-])c1	6%	?
21	c1ccc(Cn2ccc(-c3cnc(-c4ccccc4)s3)n2)cc1	10%	-20
22	CCc1ccc(OCC(=O)NC(NC(=S)Nc2ccc(C)cc2C)C(Cl)(Cl)Cl)cc1 (stereo not drawn)	?	50
23	CC(C)Oc1ccc(C(CC(=O)NCCCN(C)C)c2ccc(F)cc2)cc1 (stereo not drawn)	nt	?
24	CCOC(=O)CCSCC(=O)N1N=C(c2cccs2)CC1c1ccc(C)cc1 (stereo not drawn)	nt	19

No.	IMPase cell inh	ALOX12 inhib
13	1	-21%
14	nt	-1%
15	-3	9%
16	-11	6%
17	0	2%
18	2	-4%
19	6	-3%
20	-14	3%
21	-12	4%
22	8	-9%
23	nt	-1%
24	7	-6%

No.	molecule	15-hLO-2 inh	PNC assembly inh
25	CCCCOC(=O)C1=C(C)Nc2ncnn2C1c1ccc(OC)c(OC)c1OC (stereo not drawn)	nt	34
26	O=C1CCCCCC1C1(O)C(=O)Nc2ccccc21 (stereo not drawn)	2%	-27
27	Cc1ccc(C2=NN3C(C2)c2ccccc2OC32C(=O)Nc3ccccc32)cc1 (stereo not drawn)	?	-8
28	COc1ccccc1OCc1nnc(SCC(=O)NCc2ccco2)n1-c1ccccc1	nt	33
29	Cc1ccccc1-n1c(SCC(=O)Nc2ccc3c(c2)OCO3)nnc1-c1ccccn1	nt	?
30	O=C(CN1C(=O)NC2(CCCCC2)C1=O)NCc1cccs1	nt	-28
31	CCCOc1c(OC)cccc1C1CC(=O)Nc2cc(OC)c(OC)c(OC)c21 (stereo not drawn)	-2%	41
32	CC1(C)CC(=O)C2=C(C1)N(c1ccccc1)C(N)=C(C#N)C2c1cccnc1 (stereo not drawn)	-5%	11
33	C#CCn1c(S(=O)(=O)Cc2ccc(F)cc2)nc(-c2ccccc2)c1-c1ccccc1	-4%	-106*
34	COc1ccccc1-c1nc2n(n1)C(c1ccccc1Cl)C(C(N)=O)=C(C)N2 (stereo not drawn)	8%	-8
35	CCCCC(=O)NC(N1CCCCC1)C(Cl)(Cl)Cl (stereo not drawn)	6%	9
36	Cc1csc(NC(=O)c2ccc3c(=O)n4c(nc3c2)CCCCC4)n1	nt	38

No.	IMPase cell inh	ALOX12 inhib
25	9	-2%
26	0	2%
27	10	-25%
28	13	-4%
29	8	5%
30	nt	1%
31	1	-2%
32	0	1%
33	9	-2%
34	8	-4%
35	8	4%
36	-1	2%

No.	molecule	15-hLO-2 inh	PNC assembly inh
37	O=C1c2ccccc2C(=O)N1Cc1nc(-c2ccncc2)no1	-1%	40
38	COc1ccc(-c2nnc(SC(=O)N3c4ccccc4Sc4ccccc43)o2)cc1	10µM*	1
39	C=CCn1c(SCC(=O)Nc2cccc3ccccc23)nc(O)c(CC)c1=O	4%	13
40	O=C(NCCC1=CCCCC1)c1coc(=O)c(Br)c1	-6%	-7
41	OC(CC1CC12c1ccccc1-c1ncccc12)(c1ccccc1)c1ccccc1 (stereo not drawn)	27%	?
42	CCNc1nc(Cl)nc(N(NC(C)=O)C(C)CC)n1 (stereo not drawn)	-2%	17
43	c1ccc(N2CCN(c3nc(-c4cccs4)nc4ccccc34)CC2)cc1	nt	-18
44	CN1Cc2cccc3c2C(Cc2ccccc2S3)C1 (stereo not drawn)	nt	-9
45	Cc1c(O)ccc(C(=O)CN2CCN(Cc3ccc4c(c3)OCO4)CC2)c1O	nt	-4
46	CC1CCCN(c2ccc(C(=O)OCC(=O)N3c4ccccc4Sc4ccccc43)cc2[N+](=O)[O-])C1 (stereo not drawn)	nt	?
47	CCCCCCOc1ccc(-c2ccc(C#N)cn2)cc1	12%	4
48	COc1ccc(Nc2ccc3nnc(-c4ccc(Br)cc4)n3n2)cc1	-7%	-8

No.	IMPase cell inh	ALOX12 inhib
37	1	1%
38	-10	14µM*
39	3	1%
40	-9	-2%
41	5	-7%
42	4	1%
43	nt	5%
44	nt	-3%
45	nt	9%
46	nt	-2%
47	4	2%
48	-15	-6%

# Taken from above:
# For ALOX12 inhib, compound 9 has 8%
# For IMPase cell inh, compound 42 has 4
# For ALOX12 inhib, compound 11 has 10%
# For IMPase cell inh, compound 41 has 5
# For IMPase cell inh, compound 33 has 9
# For ALOX12 inhib, compound 43 has 5%
# For IMPase cell inh, compound 12 has 7

# (continued)
No.	molecule	15-hLO-2 inh	PNC assembly inh
49	Cc1cccc(C(=O)Nc2ccc(NC(=O)Cc3ccc(Cl)cc3)cc2)c1	nt	33
50	CC(=O)Nc1ccc2c(c1)nc1n2CCOC1	-6%	?
51	CC1(C)CC(=O)C=C(NNC(=O)c2ccccc2)C1	nt	-17
52	O=C(NCc1cccnc1)C1CCN(S(=O)(=O)N2CCC3(CC2)OCCO3)CC1	-6%	61
53	CCN(CC)C(=O)C1CCCN(c2ccc([N+](=O)[O-])cc2/C=N/NC(=O)c2cccc(O)c2)C1 (stereo not drawn)	-8%	-8
54	CC(C)c1c(C(=O)Nc2ccccc2)c(-c2ccccc2)c(-c2ccc(F)cc2)n1CC[C@@H](O)C[C@@H](O)CC(=O)O	-3%[0.0915 µM]	nt
55	NC(=O)CSc1ncnc2c1oc1ccccc12	1%	24
56	Cn1ccnc1SCC(=O)n1c2c(c3ccccc31)CCCC2	nt	37
57	COc1cc(C(=O)OCC(=O)NCc2ccccc2)cc(NC(=O)c2ccco2)c1OC	-25%	-21
58	Cc1cc(C)c2nc3nc(C)cc(C)c3c(N)c2c1	nt	21
59	O=C(NNC1CC(=O)N(c2cccc(Cl)c2)C1=O)c1cccnc1 (stereo not drawn)	nt	-121*
60	CCOC(=O)c1c(-c2ccccc2)oc2ccc(O)c(CN(C)C)c12	27%	-20

No.	IMPase cell inh	ALOX12 inhib
49	-3	0%
50	6	8%
51	nt	2%
52	2	2%
53	-1	-10%
54	nt	3%[0.00818 µM]
55	?	-2%
56	nt	1%
57	1	5%
58	5	2%
59	nt	3%
60	4	2%

# Pulled by compound from the entries so far, 7 records:
No.	molecule	15-hLO-2 inh	PNC assembly inh
50	CC(=O)Nc1ccc2c(c1)nc1n2CCOC1	-6%	?
57	COc1cc(C(=O)OCC(=O)NCc2ccccc2)cc(NC(=O)c2ccco2)c1OC	-25%	-21
53	CCN(CC)C(=O)C1CCCN(c2ccc([N+](=O)[O-])cc2/C=N/NC(=O)c2cccc(O)c2)C1 (stereo not drawn)	-8%	-8
56	Cn1ccnc1SCC(=O)n1c2c(c3ccccc31)CCCC2	nt	37
52	O=C(NCc1cccnc1)C1CCN(S(=O)(=O)N2CCC3(CC2)OCCO3)CC1	-6%	61
51	CC1(C)CC(=O)C=C(NNC(=O)c2ccccc2)C1	nt	-17
60	CCOC(=O)c1c(-c2ccccc2)oc2ccc(O)c(CN(C)C)c12	27%	-20

No.	IMPase cell inh	ALOX12 inhib
50	6	8%
57	1	5%
53	-1	-10%
56	nt	1%
52	2	2%
51	nt	2%
60	4	2%

# Of the compounds above, these have a furan ring, fused or not:
No.	molecule	15-hLO-2 inh	PNC assembly inh
17	COc1ccc(CC(=O)NNC(=O)c2ccoc2C)cc1OC	-2%	20
28	COc1ccccc1OCc1nnc(SCC(=O)NCc2ccco2)n1-c1ccccc1	nt	33
55	NC(=O)CSc1ncnc2c1oc1ccccc12	1%	24
57	COc1cc(C(=O)OCC(=O)NCc2ccccc2)cc(NC(=O)c2ccco2)c1OC	-25%	-21
60	CCOC(=O)c1c(-c2ccccc2)oc2ccc(O)c(CN(C)C)c12	27%	-20

No.	IMPase cell inh	ALOX12 inhib
17	0	2%
28	13	-4%
55	?	-2%
57	1	5%
60	4	2%

# Further results.
No.	molecule	15-hLO-2 inh	PNC assembly inh
61	CC1(C)N=C(c2ccccc2)C(=O)N1	1%	8
62	CN(C)c1ncc2nc(-c3ccc(F)cc3)c(=O)n(CCC#N)c2n1	9%	nt
63	O=C(COC(=O)c1cccc(C(=O)OCC(=O)NCc2ccc(F)cc2)n1)NCc1ccc(F)cc1	nt	17
64	Nc1ncncc1-c1ccc([N+](=O)[O-])cc1	0%	28
65	Cc1cc(NC(=O)CSCC(=O)N(c2cccc(Cl)c2)C(C(=O)NC2CCCCC2)c2ccc(O)c(O)c2)no1 (stereo not drawn)	nt	4
66	CCOC(=O)c1sc(NC(=O)CSc2n[nH]c(CC(C)C)n2)nc1C	nt	13
67	CCC1CCCCN1CCCNC(=O)C1CCN(S(=O)(=O)N2CCCCC2)CC1 (stereo not drawn)	3%	23
68	CCSc1nnc(NC(=O)CSc2nccn2-c2cccc(C)c2)s1	-4%	86

No.	IMPase cell inh	ALOX12 inhib
61	-10	7%
62	nt	1%
63	nt	-3%
64	-5	2%
65	nt	-13%
66	nt	0%
67	5	-1%
68	-11	0%
